# BioA inh: inhibitors of Mycobacterium tuberculosis BioA enzyme; purified M. tuberculosis BioA enzyme, plate reader; inhibition, % at 9.99 µM; 360,000 compounds, 0.096% hits; AID 602481; in the data active = inhibition above about 40%
# Numbers without * were called inactive.
SMILES,BioA inh
CNC[C@@H]1Oc2c(NC(=O)c3nc4ccccc4s3)cccc2C(=O)N([C@@H](C)CO)C[C@H]1C,-0.5
CO[C@H]1CN(C)C(=O)c2cc(NS(C)(=O)=O)ccc2OC[C@H](C)N(CC2CCCCC2)C[C@H]1C,1.3
CC(=O)N(C)C[C@@H]1Oc2ncc(-c3cncnc3)cc2C(=O)N([C@H](C)CO)C[C@H]1C,-1.5
COCC#Cc1ccc2c(c1)O[C@@H](CN(C)Cc1ccccc1F)[C@H](C)CN([C@@H](C)CO)S2(=O)=O,-0.1
COc1ccccc1CNC(=O)C[C@@H]1CC[C@H]2[C@H](COc3ccc(NC(C)=O)cc3C(=O)N2C)O1,-2.0
Cc1noc(C)c1S(=O)(=O)Nc1ccc2c(c1)C(=O)N([C@H](C)CO)C[C@H](C)[C@H](CN(C)Cc1ccccc1)OCCCC[C@@H](C)O2,1.4
Cc1cccc(S(=O)(=O)N2C[C@@H]3[C@H](c4ccccc42)[C@H](CO)N3Cc2ccc3c(c2)OCO3)c1,0.7
COc1ccc(S(=O)(=O)N(C)C[C@H]2Oc3c(NS(=O)(=O)c4cn(C)cn4)cccc3C(=O)N([C@@H](C)CO)C[C@@H]2C)cc1,-0.4
C[C@@H]1CN([C@@H](C)CO)C(=O)c2cc(NS(=O)(=O)c3ccccc3)ccc2O[C@@H]1CN(C)Cc1ccc(-c2ccccc2)cc1,-4.8
CN1CCN(C(=O)[C@H]2[C@H](CO)[C@H]3Cn4c(ccc(-c5cncnc5)c4=O)[C@H]3N2CC2CC2)CC1,-2.8
Cc1noc(C)c1S(=O)(=O)N(C)C[C@H]1OCCCC[C@H](C)Oc2ccc(NC(=O)NC(C)C)cc2C(=O)N([C@H](C)CO)C[C@H]1C,-1.9
CCCN1[C@@H]2c3ccc(-c4cccc(F)c4)c(=O)n3C[C@@H]2[C@@H](CO)[C@@H]1C(=O)N[C@H](C)c1ccccc1,4.6
C[C@@H]1CN([C@H](C)CO)C(=O)Cc2cc(NC(=O)CCC(F)(F)F)ccc2O[C@H]1CN(C)S(=O)(=O)c1cccs1,5.6
COc1cccc(S(=O)(=O)N2C[C@H](O)COC[C@H]3O[C@H](CC(=O)N4CCN(c5ccccc5)CC4)CC[C@@H]32)c1,0.7
CCCNC(=O)N(C)C[C@@H]1Oc2ncc(-c3ccc(F)cc3)cc2C(=O)N([C@H](C)CO)C[C@H]1C,-1.3
CN(C)c1ccc2c(c1)[C@@H]1C[C@H](CC(=O)NCc3cccc(F)c3)O[C@@H](CO)[C@@H]1O2,-0.1
COc1ccccc1CNC(=O)C[C@@H]1C[C@H]2c3cc(NC(=O)C4CCC4)ccc3O[C@H]2[C@H](CO)O1,-2.4
C[C@H](CO)N1C[C@H](C)[C@H](CN(C)S(=O)(=O)c2ccc(Cl)cc2)Oc2ccc(NC(=O)c3ccncc3)cc2CC1=O,-1.7
O=C(CCN1CCCCC1)N[C@H]1CC[C@@H](CCn2cc(-c3ccc(F)cc3)nn2)O[C@@H]1CO,0.0
CCCN(C)C[C@@H]1OCCCC[C@H](C)Oc2ccc(NC(=O)Cc3ccccc3)cc2C(=O)N([C@H](C)CO)C[C@@H]1C,2.0
COc1cccc(C(=O)Nc2ccc3c(c2)OC[C@@H](C)N(CC2CC2)C[C@@H](C)[C@H](OC)CN(C)C3=O)c1,0.2
C[C@H](NC(=O)C[C@H]1C=C[C@H](NC(=O)Cc2ccccn2)[C@@H](CO)O1)c1ccccc1,-3.1
CCC(=O)N(C)C[C@H]1Oc2cc(-c3cccnc3)ccc2S(=O)(=O)N([C@@H](C)CO)C[C@@H]1C,4.6
C[C@H]1CN([C@@H](C)CO)C(=O)c2cc(NC(=O)CCC(F)(F)F)ccc2O[C@H]1CN(C)S(=O)(=O)c1ccc(F)cc1,2.1
O=C(C[C@@H]1C=C[C@@H](NC(=O)Nc2cccc(F)c2)[C@H](CO)O1)NCC1CC1,1.8
COc1ccccc1CNC(=O)C[C@@H]1C=C[C@@H](NC(C)=O)[C@@H](CO)O1,-2.4
COCC(=O)Nc1ccc2c(c1)[C@H]1C[C@@H](CC(=O)N3CCCCC3)O[C@H](CO)[C@H]1O2,-1.3
C[C@@H]1CN([C@@H](C)CO)S(=O)(=O)c2ccc(-c3cccnc3)cc2O[C@H]1CN(C)C(=O)NC1CCCC1,-2.2
COc1cccc(C(=O)Nc2ccc3c(c2)C(=O)N(C)C[C@H](OC)[C@@H](C)CN(CC2CC2)[C@@H](C)CO3)c1,4.2
CCN(C[C@@H]1N[C@@H](CO)[C@H]1c1ccc(-c2cccc(C#N)c2)cc1)C(C)=O,2.8

# Molecules above that have four or more nitrogen atoms:
SMILES,BioA inh
CNC[C@@H]1Oc2c(NC(=O)c3nc4ccccc4s3)cccc2C(=O)N([C@@H](C)CO)C[C@H]1C,-0.5
CC(=O)N(C)C[C@@H]1Oc2ncc(-c3cncnc3)cc2C(=O)N([C@H](C)CO)C[C@H]1C,-1.5
Cc1noc(C)c1S(=O)(=O)Nc1ccc2c(c1)C(=O)N([C@H](C)CO)C[C@H](C)[C@H](CN(C)Cc1ccccc1)OCCCC[C@@H](C)O2,1.4
COc1ccc(S(=O)(=O)N(C)C[C@H]2Oc3c(NS(=O)(=O)c4cn(C)cn4)cccc3C(=O)N([C@@H](C)CO)C[C@@H]2C)cc1,-0.4
CN1CCN(C(=O)[C@H]2[C@H](CO)[C@H]3Cn4c(ccc(-c5cncnc5)c4=O)[C@H]3N2CC2CC2)CC1,-2.8
Cc1noc(C)c1S(=O)(=O)N(C)C[C@H]1OCCCC[C@H](C)Oc2ccc(NC(=O)NC(C)C)cc2C(=O)N([C@H](C)CO)C[C@H]1C,-1.9
CCCNC(=O)N(C)C[C@@H]1Oc2ncc(-c3ccc(F)cc3)cc2C(=O)N([C@H](C)CO)C[C@H]1C,-1.3
C[C@H](CO)N1C[C@H](C)[C@H](CN(C)S(=O)(=O)c2ccc(Cl)cc2)Oc2ccc(NC(=O)c3ccncc3)cc2CC1=O,-1.7
O=C(CCN1CCCCC1)N[C@H]1CC[C@@H](CCn2cc(-c3ccc(F)cc3)nn2)O[C@@H]1CO,0.0
C[C@@H]1CN([C@@H](C)CO)S(=O)(=O)c2ccc(-c3cccnc3)cc2O[C@H]1CN(C)C(=O)NC1CCCC1,-2.2

# Going on with the list.
SMILES,BioA inh
C[C@H](CO)N1C[C@H](C)[C@H](CN(C)C(=O)Cc2cccnc2)Oc2ncc(/C=C/c3ccccc3)cc2C1=O,2.4
Cc1noc(C)c1S(=O)(=O)Nc1ccc2c(c1)C(=O)N([C@H](C)CO)C[C@@H](C)[C@@H](CN(C)Cc1ccc(C(=O)O)cc1)O2,-0.5
C[C@@H]1CN([C@@H](C)CO)C(=O)c2cc(/C=C/c3ccccc3)cnc2O[C@H]1CN(C)Cc1cncnc1,-1.2
O=C(C1CC1)N1CCCCN2[C@@H](CO)[C@H](c3ccc(C#CC4(O)CCCC4)cc3)[C@@H]2C1,5.4
O=C(C[C@@H]1CC[C@H](NC(=O)Nc2ccccc2)[C@H](CO)O1)NCc1cccc(F)c1,-1.4
O=C(C[C@@H]1CC[C@@H]2[C@H](COC[C@H](O)CN2S(=O)(=O)c2ccccc2F)O1)NCc1ccccc1F,2.4
CC(C)NC(=O)N(C)C[C@@H]1OCCCC[C@@H](C)Oc2ccc(NC(=O)Nc3ccccc3)cc2C(=O)N([C@@H](C)CO)C[C@H]1C,4.2
CO[C@H]1CN(C)C(=O)c2cc(NC(=O)c3cc(C)on3)ccc2OC[C@@H](C)N(C)C[C@@H]1C,-0.2
C[C@@H]1CN([C@@H](C)CO)S(=O)(=O)c2ccc(C#CC(C)(C)O)cc2O[C@@H]1CN(C)Cc1ccncc1,0.5
Cc1ccc(S(=O)(=O)N(C)C[C@@H]2OCCCC[C@@H](C)Oc3ccc(NC(=O)CCC(F)(F)F)cc3C(=O)N([C@H](C)CO)C[C@@H]2C)cc1,-2.3
O=C(C[C@H]1CC[C@H](NS(=O)(=O)c2ccc(F)cc2)[C@H](CO)O1)N1CCN(c2ccccc2)CC1,3.3
O=C(C[C@@H]1C=C[C@@H](NC(=O)c2ccc3c(c2)OCO3)[C@@H](CO)O1)NCc1ccc(F)cc1,0.1
CCS(=O)(=O)Nc1ccc2c(c1)C(=O)N(C)C[C@@H](OC)[C@H](C)CN(CC1CCCCC1)[C@H](C)CO2,1.6
C[C@@H]1CCCCO[C@H](CN(C)C(=O)CCC(F)(F)F)[C@@H](C)CN([C@H](C)CO)C(=O)c2cc(NC(=O)C3CCCCC3)ccc2O1,0.4
CNC[C@@H]1Oc2cc(C#CC3CCCCC3)ccc2S(=O)(=O)N([C@@H](C)CO)C[C@@H]1C,-3.7
Cc1noc(C)c1NC(=O)NCC[C@H]1CC[C@H](NC(=O)c2ccccc2)[C@H](CO)O1,-1.1
C[C@@H]1CCCCO[C@@H](CN(C)Cc2ccc(C(=O)O)cc2)[C@H](C)CN([C@@H](C)CO)C(=O)c2cc(NS(=O)(=O)c3ccccc3)ccc2O1,-4.8
C[C@@H]1CN([C@@H](C)CO)C(=O)c2cccc(NS(=O)(=O)c3ccccc3)c2O[C@@H]1CN(C)Cc1ccc(C(=O)Nc2ccccc2N)cc1,6.7
CNC[C@@H]1OCCCC[C@H](C)Oc2ccc(NS(=O)(=O)c3ccc(C)cc3)cc2C(=O)N([C@@H](C)CO)C[C@@H]1C,-5.7
Cc1noc(C)c1NC(=O)Nc1ccc2c(c1)C(=O)N(C)[C@H]1CC[C@H](CC(=O)Nc3ccc4c(c3)CCCC4)O[C@@H]1CO2,-1.0
COc1ccc(NC(=O)N(C)C[C@H]2Oc3c(NC(=O)Nc4cccc5ccccc45)cccc3C(=O)N([C@H](C)CO)C[C@H]2C)cc1,3.8
C[C@@H]1CN([C@@H](C)CO)C(=O)c2cccc(NC(=O)c3cnccn3)c2O[C@@H]1CN(C)C(=O)Nc1ccccc1,-0.7
C[C@@H]1CN([C@H](C)CO)C(=O)c2cc(N(C)C)ccc2O[C@H]1CN(C)C(=O)Nc1ccc(C(F)(F)F)cc1,-2.0
C[C@@H]1CN([C@H](C)CO)C(=O)Cc2cc(NC(=O)CCN3CCOCC3)ccc2O[C@H]1CN(C)C(=O)Nc1ccc(C(F)(F)F)cc1,-2.4
CO[C@@H]1CN(C)C(=O)c2cc(NC(C)=O)ccc2OC[C@H](C)N(C(=O)c2cccnc2)C[C@H]1C,-1.7
CC(C)NC(=O)N(C)C[C@@H]1OCCCC[C@H](C)Oc2ccc(NS(=O)(=O)c3ccc(Cl)cc3)cc2C(=O)N([C@H](C)CO)C[C@@H]1C,2.2
COc1ccc(S(=O)(=O)Nc2ccc3c(c2)C(=O)N([C@H](C)CO)C[C@H](C)[C@@H](CN(C)C(=O)NC2CCCCC2)OCCCC[C@@H](C)O3)cc1,0.1
C[C@@H](NC(=O)C[C@H]1C[C@H]2c3cc(NC(=O)C4CCC4)ccc3O[C@H]2[C@@H](CO)O1)c1ccccc1,-1.3
Cn1cnc(S(=O)(=O)N2CCCCN3[C@H](C2)[C@H](c2ccc(C#CC4CCCC4)cc2)[C@@H]3CO)c1,-1.2
Cc1ccc(S(=O)(=O)Nc2cccc3c2O[C@@H](CN(C)C(=O)Nc2c(C)noc2C)[C@H](C)CN([C@H](C)CO)C3=O)cc1,-4.0
COCCOC(=O)N1C(=O)[C@@]2(c3cc(C#Cc4ccc(OC)cc4)ccc31)[C@H](C(=O)NC[C@H](O)c1ccccc1)[C@H]1C(=O)O[C@H](c3ccccc3)[C@H](c3ccccc3)N1[C@@H]2c1ccc(O)cc1,-1.2
CC(=O)N(C)C[C@H]1Oc2ncc(C#C[C@H](C)O)cc2C(=O)N([C@@H](C)CO)C[C@H]1C,-0.5
COc1ccc(NC(=O)Nc2ccc3c(c2)CC(=O)N([C@H](C)CO)C[C@H](C)[C@H](CN(C)C(=O)Nc2cccc4ccccc24)O3)cc1,0.1
C[C@H](CO)N1C[C@H](C)[C@H](CN(C)Cc2ccc(-c3ccccc3)cc2)Oc2c(NS(=O)(=O)c3ccc(F)cc3)cccc2C1=O,0.2
C[C@@H]1CCCCO[C@@H](CN(C)Cc2ccc3c(c2)OCO3)[C@@H](C)CN([C@H](C)CO)C(=O)c2cc(NS(=O)(=O)c3cn(C)cn3)ccc2O1,-1.0
O=C(C[C@H]1CC[C@H]2[C@@H](COC[C@H](O)CN2CCc2ccccc2)O1)NCCCN1CCOCC1,-1.2
CC(C)NC(=O)N[C@@H]1C=C[C@@H](CC(=O)NCCN2CCCC2)O[C@H]1CO,-1.2
C[C@@H]1CN([C@H](C)CO)C(=O)c2cc(-c3ccc(C#N)cc3)cnc2O[C@H]1CN(C)C(=O)Nc1ccc(C(F)(F)F)cc1,-8.7
C[C@H]1CN([C@@H](C)CO)C(=O)c2cccc(NC(=O)Nc3ccc(F)cc3)c2O[C@H]1CN(C)S(=O)(=O)c1ccccc1,2.2
C[C@@H]1CCCCO[C@@H](CN(C)C(=O)CCCN(C)C)[C@H](C)CN([C@H](C)CO)C(=O)c2cc(NC(=O)CCC(F)(F)F)ccc2O1,1.2
CCS(=O)(=O)Nc1ccc2c(c1)C(=O)N(C)[C@@H]1CC[C@H](CC(=O)N[C@H]3CCN(Cc4ccccc4)C3)O[C@H]1CO2,-0.8
CCCNC(=O)C[C@@H]1CC[C@H]2[C@H](COc3ccc(NC(=O)c4cc(C)on4)cc3C(=O)N2C)O1,-2.1
Cc1noc(C)c1S(=O)(=O)Nc1ccc2c(c1)C(=O)N([C@@H](C)CO)C[C@@H](C)[C@@H](CN(C)C(=O)Nc1cccc3ccccc13)OCCCC[C@H](C)O2,-1.7
CO[C@H]1CN(C)C(=O)c2cc(NC(=O)C3CCOCC3)ccc2OC[C@H](C)N(C(C)=O)C[C@@H]1C,-0.2
CCCN1[C@@H]2c3ccc(C4=CCCC4)c(=O)n3C[C@@H]2[C@@H](CO)[C@@H]1C(=O)OC,-2.5
O=C(C[C@@H]1CC[C@@H]2[C@H](COC[C@@H](O)CN2CC2CCOCC2)O1)N1CCOCC1,-3.4
CC(C)NC(=O)N(C)C[C@@H]1OCCCC[C@@H](C)Oc2ccc(NS(C)(=O)=O)cc2C(=O)N([C@H](C)CO)C[C@H]1C,-0.8
CO[C@H]1CN(C)C(=O)c2cc(NC(=O)Cc3ccccc3)ccc2OC[C@H](C)N(C(=O)c2ccccc2F)C[C@@H]1C,-3.4

# Looked up above.
# BioA inh result of Cc1noc(C)c1S(=O)(=O)Nc1ccc2c(c1)C(=O)N([C@@H](C)CO)C[C@@H](C)[C@@H](CN(C)C(=O)Nc1cccc3ccccc13)OCCCC[C@H](C)O2 reads -1.7
# BioA inh result of CO[C@H]1CN(C)C(=O)c2cc(NC(=O)C3CCOCC3)ccc2OC[C@H](C)N(C(C)=O)C[C@@H]1C reads -0.2

# The list is partial; rates above refer to the full screens.
